Mtb BioA inh – blocks M. tuberculosis BioA enzyme activity | purified M. tuberculosis BioA enzyme, plate reader | inhibition, % at 9.99 µM | 360,000 compounds, 0.096% hits | AID 602481; in the data active = inhibition above about 40%
The depositor's hits bear a star. Only part of the results is shown (hit frequency here may not be typical).

SMILES	Mtb BioA inh
CS(=O)(=O)N1[C@@H]2c3ccc(-c4ccc(F)cc4)c(=O)n3C[C@H]1[C@H](CO)[C@H]2C(=O)NCC1CC1	0.1
N#C[C@H]1N[C@@H](CO)[C@@H]1c1ccc(C2=CCCC2)cc1	-0.8
Cc1cccc(S(=O)(=O)N2CCCCN3[C@@H](CO)[C@@H](c4ccc(C#CC5CC5)cc4)[C@@H]3C2)c1	-0.8
O=C(Cc1ccccc1)N1C[C@H]2[C@@H](c3ccccc31)[C@@H](CO)N2C(=O)c1ccc(F)cc1	-4.0
C[C@H](CO)N1C[C@H](C)[C@@H](CN(C)S(=O)(=O)c2ccccc2)OCCCC[C@H](C)Oc2ccc(NC(=O)Nc3ccc4c(c3)OCO4)cc2C1=O	-0.3
C[C@@H]1CN([C@@H](C)CO)C(=O)c2cc(NC(=O)NC3CCCCC3)ccc2O[C@@H](C)CCCCO[C@H]1CN(C)C(=O)Cc1ccccc1	1.3
CC(C)c1cn(CC[C@@H]2CC[C@@H](NC(=O)C3CC3)[C@H](CO)O2)nn1	-1.0
COc1ccccc1CN1C[C@@H](C)[C@H](OC)CN(C)C(=O)c2cc(NC(C)=O)ccc2OC[C@@H]1C	-1.0
C[C@@H]1CN([C@H](C)CO)C(=O)c2cc(NS(=O)(=O)c3ccccc3)ccc2O[C@H]1CN(C)C(=O)Nc1ccc(F)cc1	-0.1
O=C(NCc1ccc2c(c1)OCO2)[C@H]1[C@H](CO)[C@H]2Cn3c(cccc3=O)[C@@H]1N2Cc1cncnc1	-3.1
C[C@@H]1CN([C@@H](C)CO)C(=O)Cc2cc(NS(=O)(=O)c3cn(C)cn3)ccc2O[C@H]1CN(C)CC1CC1	-2.1
C[C@H]1CCCCO[C@H](CN(C)CC2CC2)[C@@H](C)CN([C@@H](C)CO)C(=O)c2cc(NS(=O)(=O)c3ccc(F)cc3)ccc2O1	-2.0
COc1ccc(S(=O)(=O)N(C)C[C@H]2Oc3c(NC(=O)C4CC4)cccc3C(=O)N([C@@H](C)CO)C[C@@H]2C)cc1	2.6
COCC#Cc1ccc2c(c1)O[C@H](CN(C)Cc1cccnc1)[C@H](C)CN([C@@H](C)CO)S2(=O)=O	-0.4
CC(C)NC(=O)Nc1ccc2c(c1)C(=O)N([C@H](C)CO)C[C@H](C)[C@@H](CN(C)C(=O)Nc1ccc(F)cc1)OCCCC[C@H](C)O2	-2.8
C[C@@H]1CCCCO[C@H](CN(C)C(=O)Nc2cccc3ccccc23)[C@H](C)CN([C@H](C)CO)C(=O)c2cc(NS(=O)(=O)c3cn(C)cn3)ccc2O1	-0.1
O=C(C[C@@H]1C=C[C@H](NC(=O)Nc2cc(F)ccc2F)[C@@H](CO)O1)Nc1ccc(-c2ccccc2)cc1	-2.3
C[C@H](CO)N1C[C@H](C)[C@H](CN(C)C(=O)Nc2ccc(F)cc2)Oc2ccc(N(C)C)cc2CC1=O	-2.2
COc1ccccc1CNC(=O)C[C@@H]1CC[C@@H]2[C@H](COC[C@H](O)CN2Cc2cccc(-c3ccncc3)c2)O1	-1.4
COCC(=O)Nc1ccc2c(c1)OC[C@H](C)N(C(=O)c1ccccc1F)C[C@@H](C)[C@H](OC)CN(C)C2=O	3.8
O=C(N[C@H]1CC[C@H](CCNS(=O)(=O)c2ccc(F)cc2)O[C@@H]1CO)c1cccnc1	0.9
C[C@H](CO)N1C[C@H](C)[C@@H](CN(C)C(=O)CN(C)C)Oc2cc(-c3ccc(C#N)cc3)ccc2S1(=O)=O	-2.7
COc1cccc(-c2ccc([C@@H]3[C@@H](CO)N4CCCCN(Cc5cncnc5)C[C@@H]34)cc2)c1	1.3
O=C(C[C@@H]1CC[C@@H](NC(=O)Nc2ccc3c(c2)OCO3)[C@@H](CO)O1)NCc1ccc2c(c1)OCO2	0.4
COc1cccc(-c2ccc3c(c2)[C@H]2[C@H](CCN2C(=O)Cc2ccncc2)[C@H](CO)N3C)c1	1.9

7 compounds picked at random from those above, as already listed:
SMILES	Mtb BioA inh
O=C(Cc1ccccc1)N1C[C@H]2[C@@H](c3ccccc31)[C@@H](CO)N2C(=O)c1ccc(F)cc1	-4.0
C[C@@H]1CCCCO[C@H](CN(C)C(=O)Nc2cccc3ccccc23)[C@H](C)CN([C@H](C)CO)C(=O)c2cc(NS(=O)(=O)c3cn(C)cn3)ccc2O1	-0.1
N#C[C@H]1N[C@@H](CO)[C@@H]1c1ccc(C2=CCCC2)cc1	-0.8
COc1ccc(S(=O)(=O)N(C)C[C@H]2Oc3c(NC(=O)C4CC4)cccc3C(=O)N([C@@H](C)CO)C[C@@H]2C)cc1	2.6
C[C@@H]1CN([C@H](C)CO)C(=O)c2cc(NS(=O)(=O)c3ccccc3)ccc2O[C@H]1CN(C)C(=O)Nc1ccc(F)cc1	-0.1
COc1ccccc1CN1C[C@@H](C)[C@H](OC)CN(C)C(=O)c2cc(NC(C)=O)ccc2OC[C@@H]1C	-1.0
COc1ccccc1CNC(=O)C[C@@H]1CC[C@@H]2[C@H](COC[C@H](O)CN2Cc2cccc(-c3ccncc3)c2)O1	-1.4

Back to the main list, starting two compounds before the break.
SMILES	Mtb BioA inh
O=C(C[C@@H]1CC[C@@H](NC(=O)Nc2ccc3c(c2)OCO3)[C@@H](CO)O1)NCc1ccc2c(c1)OCO2	0.4
COc1cccc(-c2ccc3c(c2)[C@H]2[C@H](CCN2C(=O)Cc2ccncc2)[C@H](CO)N3C)c1	1.9
C[C@@H]1CN([C@@H](C)CO)C(=O)c2cc(NS(=O)(=O)c3ccc(Cl)cc3)ccc2O[C@@H](C)CCCCO[C@H]1CN(C)Cc1ccc(C(=O)O)cc1	0.0
CCC(=O)N(C)C[C@H]1Oc2ncc(C#Cc3ccccc3)cc2C(=O)N([C@H](C)CO)C[C@@H]1C	0.8
Cc1ccc(S(=O)(=O)Nc2ccc3c(c2)CC(=O)N([C@@H](C)CO)C[C@H](C)[C@H](CN(C)S(=O)(=O)c2ccc(Cl)cc2)O3)cc1	-0.5
Cc1ccccc1-c1cnc2c(c1)C(=O)N([C@@H](C)CO)C[C@@H](C)[C@@H](CN(C)C(=O)CC1CC1)O2	-0.9
O=C(NC1CCC1)[C@@H]1[C@@H](CO)[C@@H]2Cn3c(ccc(-c4ccccc4)c3=O)[C@H]1N2Cc1cocn1	-0.7
CN1CCN(C(=O)c2cc3c(c(-c4cccc(-c5ccccc5F)c4)n2)[C@@H](CCO)N([S@](=O)C(C)(C)C)C3)CC1	-1.7
CN1CCN(C(=O)C[C@@H]2CC[C@@H]3[C@H](COc4ccc(NC(=O)c5cccs5)cc4C(=O)N3C)O2)CC1	-0.2
N#C[C@H]1[C@@H](c2ccc(C#CC3CC3)cc2)[C@@H](CO)N1C(=O)Cc1ccccn1	-0.7
O=C(C[C@H]1CC[C@@H](NC(=O)c2ccc3c(c2)OCO3)[C@@H](CO)O1)NCc1ccc(F)cc1	-4.1
CN1CCN(C(=O)C[C@@H]2CC[C@@H](NC(=O)Cc3ccccn3)[C@@H](CO)O2)CC1	-2.5
COCC(=O)N1CC[C@@H]2[C@H]1c1cc(-c3ccc(OC)cc3)ccc1N(C)[C@@H]2CO	11.1
CN1CCN(C(=O)C[C@H]2CC[C@H]3[C@@H](COC[C@H](O)CN3C(=O)C3CCOCC3)O2)CC1	-1.9
COCC(=O)Nc1ccc2c(c1)C(=O)N(C)C[C@@H](OC)[C@@H](C)CN(Cc1cncnc1)[C@H](C)CO2	-2.2
Cc1ccc(S(=O)(=O)N(C)C[C@H]2Oc3ncc(Br)cc3C(=O)N([C@H](C)CO)C[C@H]2C)cc1	-1.9
COC(=O)C[C@@H]1C[C@@H]2c3cc(NC(=O)C4CCOCC4)ccc3O[C@@H]2[C@H](CO)O1	-0.3
CCCC#Cc1ccc2c(c1)O[C@@H](CN(C)C(=O)NCCC)[C@@H](C)CN([C@@H](C)CO)S2(=O)=O	5.7
CCN(C[C@H]1[C@@H](c2ccccc2)[C@H](CO)N1C(=O)COC)S(C)(=O)=O	0.4
C[C@@H]1CCCCO[C@@H](CN(C)C(=O)Nc2cccc3ccccc23)[C@H](C)CN([C@H](C)CO)C(=O)c2cc(NC(=O)CCCN(C)C)ccc2O1	1.9
COC(=O)C[C@@H]1CC[C@@H]2[C@H](COc3ccc(NC(=O)c4cscn4)cc3C(=O)N2C)O1	2.2
COc1ccc(S(=O)(=O)Nc2ccc3c(c2)C(=O)N([C@H](C)CO)C[C@@H](C)[C@@H](CN(C)C(=O)Nc2ccc(C(F)(F)F)cc2)O3)cc1	-3.3
COc1ccc(NC(=O)N(C)C[C@@H]2Oc3ccc(NS(=O)(=O)c4c(C)noc4C)cc3CC(=O)N([C@@H](C)CO)C[C@@H]2C)cc1	-3.1
C[C@@H]1CN([C@@H](C)CO)C(=O)c2cc(N(C)C)ccc2O[C@@H](C)CCCCO[C@@H]1CN(C)C(=O)Nc1cccc2ccccc12	-3.3
C[C@@H]1CCCCO[C@H](CN(C)CC2CCCCC2)[C@@H](C)CN([C@@H](C)CO)C(=O)c2cc(NS(=O)(=O)c3cn(C)cn3)ccc2O1	0.2
CO[C@@H]1CN(C)C(=O)c2cc(NC(=O)C3CC3)ccc2OC[C@H](C)N(C(=O)c2ccncc2)C[C@@H]1C	-1.0
CC(C)NC(=O)Nc1ccc2c(c1)C(=O)N([C@H](C)CO)C[C@@H](C)[C@@H](CN(C)C(=O)NC1CCCCC1)OCCCC[C@H](C)O2	-0.6

Continued:
SMILES	Mtb BioA inh
Cc1ccc(S(=O)(=O)Nc2ccc3c(c2)C(=O)N([C@@H](C)CO)C[C@@H](C)[C@H](CN(C)C(=O)NC(C)C)OCCCC[C@@H](C)O3)cc1	-0.6
COc1ccc(NC(=O)Nc2cccc3c2O[C@@H](CN(C)Cc2ccc(Cl)c(Cl)c2)[C@@H](C)CN([C@@H](C)CO)C3=O)cc1	0.1
C[C@@H]1CN([C@H](C)CO)S(=O)(=O)c2ccc(C3=CCCC3)cc2O[C@H]1CN(C)C(=O)CN(C)C	1.3
COc1ccc(S(=O)(=O)Nc2ccc3c(c2)C(=O)N([C@@H](C)CO)C[C@@H](C)[C@@H](CN(C)CC2CCCCC2)OCCCC[C@H](C)O3)cc1	-0.2
CCC(=O)N(C)C[C@@H]1[C@H](c2ccc(C3=CCCC3)cc2)[C@H](CO)N1C(=O)CC	-3.8
C[C@H](CO)N1C[C@H](C)[C@H](CN(C)CC2CC2)Oc2ccc(NC(=O)Nc3ccc4c(c3)OCO4)cc2CC1=O	0.4
C[C@H](CO)N1C[C@H](C)[C@H](CN(C)Cc2ccc(C(=O)Nc3ccccc3N)cc2)Oc2ccc(NS(=O)(=O)c3cn(C)cn3)cc2C1=O	2.4
COc1cccc(-c2ccc3n(c2=O)C[C@H]2[C@H](CO)[C@@H](C(=O)NCC4CC4)N(C(C)=O)[C@@H]32)c1	1.8
OC[C@@H]1[C@H](c2ccc(Br)cc2)[C@@H]2CN(Cc3ccccn3)CCCCN12	-0.2
C[C@H](CO)N1C[C@H](C)[C@H](CN(C)C)Oc2ccc(NC(=O)Nc3cccc4ccccc34)cc2C1=O	-2.2
O=C(Nc1cc(F)ccc1F)N1CCCCN2[C@H](CO)[C@H](c3ccc(-c4ccncc4)cc3)[C@@H]2C1	0.4
C[C@@H]1CCCCO[C@H](CN(C)CC2CCCCC2)[C@@H](C)CN([C@H](C)CO)C(=O)c2cc(NC(=O)Nc3ccccc3)ccc2O1	-0.8
O=C(C[C@@H]1CC[C@H]2[C@@H](COC[C@H](O)CN2C(=O)Cc2ccccc2)O1)NC1Cc2ccccc2C1	0.2
C[C@H](CO)N1C[C@H](C)[C@H](CN(C)Cc2ccccc2)OCc2ccccc2-c2ccccc2C1=O	1.8
O=C(C[C@H]1CC[C@@H](NC(=O)C2CC2)[C@@H](CO)O1)Nc1ccccc1	0.4
Cc1noc(C)c1S(=O)(=O)N(C)C[C@H]1OCCCC[C@H](C)Oc2ccc(NC(=O)Nc3ccc(C(F)(F)F)cc3)cc2C(=O)N([C@H](C)CO)C[C@@H]1C	0.6
C[C@@H]1CCCCO[C@@H](CN(C)C(=O)CCC(F)(F)F)[C@@H](C)CN([C@@H](C)CO)C(=O)c2cc(NC(=O)c3ccccc3)ccc2O1	-1.6
C[C@@H]1CCCCO[C@@H](CN(C)C(=O)CCCN(C)C)[C@@H](C)CN([C@H](C)CO)C(=O)c2cc(NC(=O)Nc3ccc4c(c3)OCO4)ccc2O1	-1.6
CCCNC(=O)N1C[C@@H]2[C@H](c3ccccc31)[C@@H](CO)N2C(=O)NC(C)C	-3.2
C[C@H](C(=O)N(C)C[C@@H]1OCc2ccccc2-c2ccccc2C(=O)N([C@@H](C)CO)C[C@H]1C)c1ccccc1	2.8
C[C@H](CO)N1C[C@H](C)[C@H](CN(C)CC2CC2)Oc2cc(C3=CCCC3)ccc2S1(=O)=O	0.3
Cc1noc(C)c1NC(=O)Nc1ccc2c(c1)C(=O)N([C@@H](C)CO)C[C@H](C)[C@@H](CN(C)Cc1ccc(Cl)c(Cl)c1)OCCCC[C@@H](C)O2	-5.3
C/C=C/c1cnc2c(c1)C(=O)N([C@H](C)CO)C[C@@H](C)[C@@H](CN(C)C(=O)CN1CCOCC1)O2	-0.8
C[C@@H]1CN([C@@H](C)CO)C(=O)c2cc(/C=C/c3ccccc3)cnc2O[C@H]1CN(C)Cc1ccncc1	-0.3
CN1c2ccc(-c3cccc(F)c3)cc2[C@H]2[C@H](CCN2C(=O)Cc2ccccc2)[C@@H]1CO	23.2
CCCN1C[C@@H](C)[C@@H](OC)CN(C)C(=O)c2ccc(NC(=O)Nc3c(C)noc3C)cc2OC[C@@H]1C	-0.4
Cc1ccc(S(=O)(=O)NC2CCN(Cc3cccc(OCCO)c3)CC2)cc1	0.5
C/C=C/c1ccc([C@@H]2[C@H](C#N)N(c3ncc(CC)s3)[C@H]2CO)cc1	-1.8
Cc1ccccc1S(=O)(=O)N[C@@H]1CC[C@@H](CCn2cc(Cc3ccccc3)nn2)O[C@H]1CO	0.3
C[C@@H]1CN([C@H](C)CO)C(=O)Cc2cc(NC(=O)CCCCCC(=O)Nc3ccccc3N)ccc2O[C@H]1CN(C)S(=O)(=O)c1cccs1	3.3
